S1P4 antag: blocks the human S1P4 receptor | S1P4-expressing cells, antagonist mode, reporter read-out | inhibition, % at 4.98 µM | 220,000 tested, 0.26% active | AID 1510; in the data active = inhibition above about 29%;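 also: 0% = wells stimulated with agonist and 100% = vehicle wells without agonist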
Target sequence (O95977 whole entry, looked up): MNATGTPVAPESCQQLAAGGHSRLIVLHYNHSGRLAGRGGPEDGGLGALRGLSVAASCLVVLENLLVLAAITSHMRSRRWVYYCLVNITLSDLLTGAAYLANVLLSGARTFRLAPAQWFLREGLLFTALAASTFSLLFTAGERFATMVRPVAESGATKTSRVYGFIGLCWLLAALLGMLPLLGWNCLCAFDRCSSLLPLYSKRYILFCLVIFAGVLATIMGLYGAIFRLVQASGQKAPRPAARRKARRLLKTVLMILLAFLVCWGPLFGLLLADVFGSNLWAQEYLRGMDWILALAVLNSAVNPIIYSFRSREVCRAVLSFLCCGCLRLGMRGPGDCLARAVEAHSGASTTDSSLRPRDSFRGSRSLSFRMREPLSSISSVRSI
Runt-CBFb FRET: inhibitors of human RUNX1 Runt domain binding to CBFb; Cerulean-Runt/Venus-CBFb FRET ratio 530/480, 1 h; 220,000 tested, 0.46% active; inhibition, % at 20 µM; Q01196+Q13951;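 active = inhibition over about 50% at 20 µM in the single-dose screen, limit read from the data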;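 also: 0% = DMSO wells and 100% = excess unlabeled CBFb competitor control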
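Schedule: protein complex preformed 1 h, compound exposure 1 h, room temperature, dark; test system: Cerulean-labeled Runt domain protein; amount: 100 nM per protein; buffer or medium: Tris 50 mM pH 7.5, KCl, K2SO4, 0.01% BSA; read-out: loss of energy transfer signal; detection: FRET fluorescence; controls: 5 µM unlabeled CBFb as full-inhibition high control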
S1P4 agonist: agonists of human S1P4 receptor | 220,000 tested, 0.35% active | S1P4-expressing cell line, agonist reporter assay | activation, % at 4.98 µM | O95977 | AID 1509; in the data active = activation above about 11%;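 also: 0% = DMSO vehicle and 100% = reference agonist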
NPY2 pot ag: human NPY-Y2 potentiation or agonism, primary screen. cells expressing NPY-Y2, potentiator/agonist read-out. activation, % at 3.6 µM. 220,000 tested, 0.45% active; in the data active = activation above about 27%;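 also: cells stimulated with NPY near EC25 plus isoproterenol at EC100; 0% = vehicle plus submaximal agonist and 100% = vehicle plus saturating agonist; some results beyond the cut were filed as inactive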
Target sequence (P49146 whole entry, looked up): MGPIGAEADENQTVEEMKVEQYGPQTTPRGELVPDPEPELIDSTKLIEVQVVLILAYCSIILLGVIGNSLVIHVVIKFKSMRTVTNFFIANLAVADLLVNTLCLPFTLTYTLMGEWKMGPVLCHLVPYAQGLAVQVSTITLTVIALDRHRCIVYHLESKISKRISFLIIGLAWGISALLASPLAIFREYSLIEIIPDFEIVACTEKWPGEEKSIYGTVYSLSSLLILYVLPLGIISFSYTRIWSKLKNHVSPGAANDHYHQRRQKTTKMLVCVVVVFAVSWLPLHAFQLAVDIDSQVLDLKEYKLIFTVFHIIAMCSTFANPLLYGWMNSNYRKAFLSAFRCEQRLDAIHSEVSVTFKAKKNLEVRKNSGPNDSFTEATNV
RBBP9 inhibitor: human RBBP9 hydrolase inhibition; recombinant RBBP9, FP-Rh probe fluorescence polarization; 220,000 tested, 0.2% active; inhibition, % at 7.94 µM;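 active = inhibition above the campaign mean of all tested compounds plus 3 SD, cut at about 14% in these data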;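 also: plate controls were DMSO wells with RBBP9 for no effect and wells lacking RBBP9 protein for full effect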
Target sequence (O75884 whole entry, looked up): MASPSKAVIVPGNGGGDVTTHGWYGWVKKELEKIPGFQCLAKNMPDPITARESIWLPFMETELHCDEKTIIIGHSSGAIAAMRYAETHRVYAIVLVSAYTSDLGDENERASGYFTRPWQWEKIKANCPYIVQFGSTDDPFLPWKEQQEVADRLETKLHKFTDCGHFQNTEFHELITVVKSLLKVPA
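Material: RBBP9 protein. Amount: RBBP9 at 2.5 µM in dispensed solution, before mixing. Schedule: 30 min then 45 min, 25 °C. Medium: Tris buffer pH 8.0, NaCl, Pluronic. Measured by: fluorescence polarization. Measure: percent inhibition from mP, scaled between DMSO and no-protein wells. Replication: one well per compound.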
NPY1 pot ag: potentiators or agonists of human neuropeptide Y receptor Y1; NPY-Y1 expressing cells, potentiator/agonist activation; AID 1304; P25929; 220,000 tested, 0.37% active; activation, % at 3.6 µM; in the data active = activation above about 33%, passing the limit was not always enough;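 also: cells stimulated with NPY at EC10 then isoproterenol at EC100; 0% = low agonist plus stimulus and 100% = saturating agonist plus stimulus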
BaF3 tox: reduces parental Ba/F3 cell viability, JAK2V617F counter-screen | CellTiter-Glo ATP luminescence | inhibition, % at 5.6 µM | 220,000 tested, 1.1% active | AID 1486;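 active = inhibition above a per-campaign cutoff, the mean inhibition of all tested compounds plus 3 SD, cut at about 27% in these data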;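 also: 0% = DMSO wells and 100% = JAK Inhibitor I control wells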
NPY Y1 blocker: NPY-Y1 (human) receptor antagonism. P25929. HEK293-CNG Y1 cells, membrane potential fluorescence; NPY at EC95, then isoproterenol. inhibition, % at 3.6 µM. 200,000 tested, 1% active;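 active = inhibition above the campaign mean inhibition of all tested compounds plus 3 SD, cut at about 20% in these data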;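 also: 0% = DMSO wells given NPY plus isoproterenol and 100% = isoproterenol alone without NPY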
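Material: HEK293 Y1/CNG channel cell line | Also added: NPY (25 nM), isoproterenol (1 µM), Ro 20-1724 (25 µM) | Compound: One concentration, 3.6 µM, in 0.4% DMSO | Schedule: 3 h dye uptake, 1 h room-temperature compound, 45 min post-isoproterenol | Signal: Membrane-potential fluorescent dye readout | Read-out: % inhibition of NPY effect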
Ba/F3 V617F tox: loss of viability in JAK2V617F-driven Ba/F3 cells | 220,000 tested, 1.1% active | inhibition, % at 5.6 µM | AID 1446 | Ba/F3 EpoR-JAK2V617F viability, ATP luminescence;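 active = inhibition above the campaign mean plus 3 SD over all tested compounds, cut at about 24% in these data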;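 also: cytokine-independent growth of Ba/F3 cells driven by EpoR plus mutant JAK2; 0% = DMSO-treated cells and 100% = JAK inhibitor I control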
* hit, by the source's call; . = not tested or not shown.

entry | SMILES | S1P4 antag | Runt-CBFb FRET | S1P4 agonist | NPY2 pot ag | RBBP9 inhibitor
1 | Fc1cccc(CSc2nnc3ccc(-c4ccncc4)nn23)c1 | -5 | 0 | 0.4 | -7 | -3
2 | COCCCNC(=O)C(=O)NC1CCCCCC1 | 0 | -2 | 0.1 | -9 | 0
3 | Cc1cc(C)n(CC(=O)N/N=C/c2cccc([N+](=O)[O-])c2)n1 | -2 | 2 | -2.8 | 4 | 1
4 | Cc1c(N/N=C(\C#N)C(=O)c2ccc(Cl)cc2)c(=O)n(-c2ccccc2)n1C | -6 | -3 | 0.0 | -13 | -8
5 | COc1ccccc1N(CC(O)COc1ccccc1C)S(=O)(=O)c1ccccc1 (centres undefined) | -2 | -3 | 1.8 | -6 | -4
6 | O=C(NCCSc1ccccn1)c1ccc(Cl)cc1Cl | -18 | 0 | -1.5 | -10 | -14
7 | CSc1ccc(C#N)cc1NC(=O)c1cccnc1Cl | -3 | -1 | 0.5 | -14 | 2
8 | O=C(CN1CCN(C2CCCCC2)CC1)Nc1ccccc1N1CCCCC1 | -10 | -4 | -1.4 | -3 | -6
9 | CCCCC(=O)NC(c1ccccc1OC)c1ccc2cccnc2c1O (centres undefined) | -2 | 5 | 0.8 | -28 | -1
10 | CC(=O)NC(Cc1ccccc1C)C(=O)NC1CCN(C(=O)c2ccc(C)cc2)CC1 (centres undefined) | -9 | . | 2.7 | 10 | -7

entry | NPY1 pot ag | BaF3 tox | NPY Y1 blocker | Ba/F3 V617F tox
1 | 6 | 3 | 3 | 1
2 | -6 | 4 | -1 | -1
3 | -2 | 5 | 8 | -4
4 | -4 | 62* | 3 | 31*
5 | 12 | 1 | 15 | 1
6 | -21 | 2 | 2 | 2
7 | -7 | 4 | -3 | 2
8 | -17 | 8 | 15 | -3
9 | -21 | 38* | . | 47*
10 | 7 | 3 | 1 | 2

New compounds follow
entry | SMILES | S1P4 antag | Runt-CBFb FRET | S1P4 agonist | NPY2 pot ag | RBBP9 inhibitor
11 | O=C1NCN(c2ccccc2)C12CCN(c1nnnn1-c1ccccc1)CC2 | -2 | -1 | 1.4 | 1 | -2
12 | COc1cc(/C=C2/SC(=NCc3ccccc3)N(Cc3ccccc3)C2=O)ccc1O | 6 | -28 | 0.0 | -3 | -5
13 | O=C(CSCc1ccccc1Cl)NCCSc1ccccn1 | 5 | 2 | 0.8 | -17 | -2
14 | Cc1c(-c2ccncc2)oc2ccc(Br)cc2c1=O | -15 | 2 | 0.6 | 9 | 3
15 | COc1ccc(OC)c(S(=O)(=O)N(C)CC(=O)Nc2ccc3c(c2)OCCO3)c1 | 0 | 0 | 2.1 | 0 | 6
16 | CC(C)CCn1cnc2c([nH]c3cccc(Cl)c32)c1=O | -9 | 2 | 1.9 | -10 | 6
17 | O=C1CC(N2CCOCC2)=NN1c1ccc([N+](=O)[O-])cc1 | -14 | 0 | 0.5 | 16 | 1
18 | Cc1ccc(-c2[nH]nc(N)c2N=Nc2ccccc2C)cc1 | -33 | -3 | 0.1 | -1 | -5
19 | O=C(CSc1nccn1-c1ccc(Cl)cc1)N1CCCc2ccccc21 | -8 | -1 | -0.2 | -7 | -8
20 | Cc1noc(C)c1COC(=O)C1COc2ccccc2O1 (centres undefined) | 0 | -2 | -1.8 | 6 | -1

entry | NPY1 pot ag | BaF3 tox | NPY Y1 blocker | Ba/F3 V617F tox
11 | 3 | 4 | 11 | 1
12 | -6 | 6 | 3 | 0
13 | 3 | 0 | 8 | 0
14 | 5 | 6 | 2 | -1
15 | -30 | 5 | 6 | -1
16 | -25 | 5 | 3 | 1
17 | 15 | -7 | . | -2
18 | -7 | 4 | -3 | 5
19 | 2 | 4 | 1 | 0
20 | 5 | 4 | 4 | -3

(more compounds)
entry | SMILES | S1P4 antag | Runt-CBFb FRET | S1P4 agonist | NPY2 pot ag | RBBP9 inhibitor
21 | Cc1ccc2c(c1)N(CCC(=O)NC1CC1)C(=O)C(C)O2 (centres undefined) | -25 | -2 | -1.4 | 16 | 3
22 | Cc1nc2sc(C(c3cccs3)N3CCC4(CC3)OCCO4)c(O)n2n1 (centres undefined) | -7 | 1 | -1.5 | -12 | -5
23 | COc1ccccc1NC(=O)Cn1nnc(-c2ccccc2NS(=O)(=O)c2ccccc2)n1 | 0 | 2 | -2.0 | 5 | -13
24 | CC(=O)c1c(N2CCN(c3ccccc3)CC2)nc(=S)n(-c2ccccc2)c1C | 0 | -1 | -2.0 | 2 | -11
25 | CN1CCN(C(=O)C2=C[C@@H](c3csc4ccccc34)C[C@@H](OCCCCO)O2)CC1 | -1 | -2 | 0.7 | -16 | 5
26 | CC(=O)NC(CC(=O)O)c1ccc([N+](=O)[O-])cc1 (centres undefined) | 17 | 0 | 1.1 | -21 | 0
27 | CCOC(=O)C1(C)NC(c2cccs2)C2C(=O)N(c3ccccc3)C(=O)C21 (centres undefined) | -5 | -2 | 0.2 | 2 | -8
28 | C/C(=N\NC(=O)Cn1cc([N+](=O)[O-])cn1)c1ccc(O)cc1 | -13 | -1 | 1.9 | 0 | -3
29 | C=CCn1c(=O)c(C(=O)OCC)c(O)c2ccccc21 | 4 | 5 | -0.7 | -10 | -2
30 | CCOC1=NC(C(=O)O)c2ccccc2/C(=C(/C)Cl)N1 (centres undefined) | -2 | 3 | 0.3 | -5 | -1

entry | NPY1 pot ag | BaF3 tox | NPY Y1 blocker | Ba/F3 V617F tox
21 | 8 | 2 | -10 | -3
22 | -15 | 2 | 5 | -3
23 | 12 | 9 | -1 | 4
24 | -13 | 1 | -6 | -1
25 | 1 | 0 | -6 | 1
26 | -9 | -8 | . | 3
27 | -7 | 6 | -1 | 0
28 | -7 | -1 | . | -2
29 | -7 | 7 | 0 | -1
30 | -2 | 3 | 7 | 0

Continued:
entry | SMILES | S1P4 antag | Runt-CBFb FRET | S1P4 agonist | NPY2 pot ag | RBBP9 inhibitor
31 | Cc1cccc(N2CCN(C(=O)c3ccoc3C)CC2)c1C | -13 | -3 | 1.1 | 5 | 2
32 | COC(=O)c1cccc(S(=O)(=O)N(Cc2ccco2)Cc2cc3ccc(OC)cc3[nH]c2=O)c1 | -1 | 2 | -1.2 | -20 | 7
33 | Nc1ccccc1-c1nnc(SCc2ccccc2F)[nH]c1=O | 1 | -2 | 2.9 | 2 | 4
34 | O=C(Cc1ccccc1)NCC(=O)OCC(=O)c1ccc(Cl)c([N+](=O)[O-])c1 | -9 | 2 | -0.1 | 2 | 1
35 | O=C(NCc1ccco1)c1csc2c1CCCCC2 | 6 | 2 | -0.6 | 4 | -1
36 | Cn1nnnc1SCC(=O)c1ccc2c(c1)OCCO2 | 8 | -1 | -0.6 | -3 | -3
37 | CC(=O)Nc1ccc2nsnc2c1 | -13 | 1 | 0.6 | 9 | -4
38 | CC1CN(CCCCOc2ccc(C(C)C)cc2)CC(C)O1 (centres undefined) | -22 | -2 | 0.8 | -14 | 1
39 | CC(C)NC(=O)c1cnn2c1NC(c1cccs1)CC2C(F)(F)F (centres undefined) | -4 | -1 | -2.2 | 9 | -1
40 | Cc1ccc2nc3c(cc(C#N)c(=N)n3Cc3cccnc3)c(=O)n2c1 | -8 | . | 1.2 | -2 | -2

entry | NPY1 pot ag | BaF3 tox | NPY Y1 blocker | Ba/F3 V617F tox
31 | -18 | 5 | 2 | 0
32 | -1 | 2 | 5 | 0
33 | -7 | 10 | 7 | 3
34 | -16 | 3 | -3 | -4
35 | 13 | 4 | 5 | 0
36 | 0 | 3 | 4 | 1
37 | 18 | -3 | . | -1
38 | 6 | 3 | 9 | -4
39 | 10 | 6 | 1 | -3
40 | 8 | 7 | 6 | 0

Overlap with the part before: five compounds; new compounds follow.
entry | SMILES | S1P4 antag | Runt-CBFb FRET | S1P4 agonist | NPY2 pot ag | RBBP9 inhibitor
36 | Cn1nnnc1SCC(=O)c1ccc2c(c1)OCCO2 | 8 | -1 | -0.6 | -3 | -3
37 | CC(=O)Nc1ccc2nsnc2c1 | -13 | 1 | 0.6 | 9 | -4
38 | CC1CN(CCCCOc2ccc(C(C)C)cc2)CC(C)O1 (centres undefined) | -22 | -2 | 0.8 | -14 | 1
39 | CC(C)NC(=O)c1cnn2c1NC(c1cccs1)CC2C(F)(F)F (centres undefined) | -4 | -1 | -2.2 | 9 | -1
40 | Cc1ccc2nc3c(cc(C#N)c(=N)n3Cc3cccnc3)c(=O)n2c1 | -8 | . | 1.2 | -2 | -2
41 | COc1ccc(NC(=O)CN2CCN(CC(=O)Nc3ccccc3Cl)CC2)c(OC)c1 | 8 | 0 | -0.4 | 3 | -8
42 | COCCn1c(C)cc(C(=O)COC(=O)c2ccc3c(c2)NC(=O)CS3)c1C | -14 | 1 | -0.2 | -28 | -9
43 | C=CCN(CC=C)C(=S)NC(=O)/C=C/c1ccc(OC)cc1 | 5 | -2 | -0.9 | 0 | -4
44 | O=C(CSc1n[nH]c(=O)[nH]c1=O)N/N=C/c1ccccc1 | -12 | -2 | -0.1 | 5 | -11
45 | Cc1ccc(C(=O)N/C(=C\c2ccc(C(C)C)cc2)C(=O)NCCCN2CCOCC2)cc1 | -10 | 0 | -2.1 | -7 | -2
46 | O=C(c1nnc(-c2ccccc2)o1)C1CC1 | 8 | 0 | 0.7 | -13 | -4
47 | Cc1cccc(NC(=S)NCCN2CCOCC2)c1C | -17 | 0 | 0.2 | -15 | -3
48 | CC(C)(CO)NS(=O)(=O)c1ccc2c(c1)C(=NO)c1cc(S(=O)(=O)NC(C)(C)CO)ccc1-2 | -4 | 0 | -0.6 | -13 | -61
49 | Nc1nc(CSc2nnnn2-c2ccc(Cl)cc2)nc(N2CCOCC2)n1 | -29 | -4 | 0.3 | 14 | -8
50 | COc1ccc(N(C)C(=O)c2oc(=O)c3ccccc3c2-c2ccccc2)c(OC)c1 | -2 | 0 | 0.5 | -21 | -13
51 | COc1ccccc1-n1cc(C(=O)NCC(=O)N2CCN(c3ccccn3)CC2)c2ccccc2c1=O | -1 | -2 | -0.1 | -7 | 3
52 | CC(O)CNC(=O)Cc1cc(=O)[nH]c(=O)[nH]1 (centres undefined) | 4 | -1 | 1.6 | 22 | -4

entry | NPY1 pot ag | BaF3 tox | NPY Y1 blocker | Ba/F3 V617F tox
36 | 0 | 3 | 4 | 1
37 | 18 | -3 | . | -1
38 | 6 | 3 | 9 | -4
39 | 10 | 6 | 1 | -3
40 | 8 | 7 | 6 | 0
41 | -30 | 5 | 5 | 3
42 | -28 | 1 | 1 | 1
43 | -16 | 5 | 12 | -1
44 | -12 | 6 | 1 | 2
45 | -21 | 11 | 7 | 4
46 | -26 | 4 | 5 | 0
47 | -3 | 0 | -4 | 1
48 | 17 | 8 | -4 | -1
49 | -2 | 2 | 6 | 1
50 | -32 | -2 | . | 1
51 | -12 | -2 | . | 6
52 | 7 | -2 | . | 1
